High-throughput results as filed in PubChem BioAssay.
Tb PYK inh: T. brucei pyruvate kinase inhibition; TbPYK enzyme, Kinase-Glo Plus ATP luminescence, 45 min; 410,000 tested, 0.12% active; Q57TT1; AID 624173; Potency, µM (top dose mostly 76.8 µM), for the others: at the top dose activity, negative = inhibition, usual class: inhibitors; active means well fitted inhibition curve with a large enough effect; further: nearly all actives have a fitted effect of over 50% in size
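Screened from lowest to highest concentration, compounds were pinned into TbPYK/substrate mixtures, and ADP (130 uM final) was added. Plates sat at room temperature for 45 min prior to Kinase-Glo Plus detection by luminescence.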
Active calls of the source: *; [ ] = another dose, or the depositor's remark. On the % scale 0 is the no-effect control and ±100 the full control effect; potency means the concentration at half of the fitted maximal effect. The list is partial; count on the stated rates, not on these rows.

SMILES	Tb PYK inh
CCCN1CCN(c2cc3c(cc2F)c(=O)c(S(=O)(=O)c2ccc(CC)cc2)cn3CC)CC1	0%
COc1ccc(-c2cn3nc(SCC(=O)Nc4cccc(C)c4C)ccc3n2)cc1	-1%
N#Cc1ccccc1CSc1nnc(-c2ccccc2)o1	3%
COc1ccc(-c2nc3ccccc3n3c(-c4ccc(OC)cc4)c4c(=O)n(C)c(=O)n(C)c4c23)cc1	1%
Cc1ccc(NC(=O)Cn2cc3c(n2)CCCC3)cc1Cl	-1%
COc1ccccc1NC(=O)Cn1c(=O)c(CNc2ccc(C)cc2)cc2cc3c(cc21)OCCO3	-9%
CCCN(CCC)C(=O)Cn1c(SCc2cccc(F)c2)nc2cccnc21	-3%
CC(=O)c1cccc(NC(=O)C(CC(C)C)NS(=O)(=O)c2ccc3c(c2)CCN3C(C)=O)c1 (stereo not given)	2%
Cc1ccc(NS(=O)(=O)c2ccc(-c3cnc(C4CC4)o3)cc2)cc1N(C)C	3%
CC(C)CCNC(=O)CCn1c(=O)c2cccn2c2cccnc21	2%
O=C(NC1CCCCCC1)c1ccc(CS(=O)c2ccc(Br)cc2)o1 (stereo not given)	0%
Cc1cccc(CSc2nc3ccncc3n2CC(=O)N(C)C2CCCCC2)c1	2%
COc1cc2[nH]c(=O)n(Cc3ccc(C(=O)NCc4ccccc4)cc3)c(=O)c2cc1OC	-1%
COc1cccc(Cn2c(CNS(=O)(=O)c3ccc(F)c(Cl)c3)nc3cccnc32)c1	-14%
CN1CC[C@@]2(CCCN(C(=O)c3cc(C(F)(F)F)cc(C(F)(F)F)c3)C2)C1	-10%
Cc1ccccc1Cn1c2ccccc2c2cnn(CC(=O)NCCCc3ccccc3)c(=O)c21	2%
CC(=O)c1ccc(NC(=O)Cn2nc(C(F)(F)F)c3c2CCCC3)cc1	-2%
Cc1cccc(Cn2c(CNS(=O)(=O)c3ccc(Cl)s3)nc3cccnc32)c1	-1%
COc1ccc(C)cc1NC(=O)NCc1cccn1Cc1ccccc1	-13%
O=C(Nc1ccc2oc(-c3cccnc3)nc2c1)c1ccc(Br)cc1	0%

Copied from the listing for reference:
SMILES	Tb PYK inh
CCCN(CCC)C(=O)Cn1c(SCc2cccc(F)c2)nc2cccnc21	-3%
CC(=O)c1cccc(NC(=O)C(CC(C)C)NS(=O)(=O)c2ccc3c(c2)CCN3C(C)=O)c1 (stereo not given)	2%
Cc1ccc(NS(=O)(=O)c2ccc(-c3cnc(C4CC4)o3)cc2)cc1N(C)C	3%
CC(C)CCNC(=O)CCn1c(=O)c2cccn2c2cccnc21	2%
O=C(NC1CCCCCC1)c1ccc(CS(=O)c2ccc(Br)cc2)o1 (stereo not given)	0%
Cc1cccc(CSc2nc3ccncc3n2CC(=O)N(C)C2CCCCC2)c1	2%

(list continues)
SMILES	Tb PYK inh
Cc1ccc(-n2c(Cc3ccccc3)nnc2SCc2nc(-c3cccs3)no2)cc1	-9%
COc1ccc(OC)c(NS(=O)(=O)c2ccc(-c3cc(C)no3)s2)c1	-3%[15.4 µM]
CC(=O)N1CCC2(CC1)OC(=O)C(C)=C2C(=O)Nc1ccccc1C(F)(F)F	-1%[15.4 µM]
CCC(=O)Oc1ccc(/C=C(\C#N)c2nc3ccccc3[nH]2)cc1OC	-15%
Cc1ccc2c(CC(=O)Nc3cccc(C(F)(F)F)c3)coc2c1	-7%
CCOC(=O)C1=C(CS(=O)(=O)c2ccc(C)c(C)c2)NC(=O)NC1c1ccccc1OCC (stereo not given)	-5%
COc1ccc(NC(=O)c2ccc(-c3nc(CSc4ccccc4)c(C)o3)cc2)cc1OC	1%
CN(C)c1ccc(Nc2nc3ccccc3n3nnnc23)cc1	6%
CC(=O)Nc1ccc(NC(=O)CCc2c(C)nc3c(c(C)nn3-c3ccccc3)c2C)cc1	4%
CC(=O)N1CCN(c2nc3c(F)cc(F)cc3s2)CC1	-10%

3 compounds picked at random from the list so far, as already listed:
SMILES	Tb PYK inh
COc1ccc(OC)c(NS(=O)(=O)c2ccc(-c3cc(C)no3)s2)c1	-3%[15.4 µM]
CCOC(=O)C1=C(CS(=O)(=O)c2ccc(C)c(C)c2)NC(=O)NC1c1ccccc1OCC (stereo not given)	-5%
CN(C)c1ccc(Nc2nc3ccccc3n3nnnc23)cc1	6%

Next structures
SMILES	Tb PYK inh
COc1ccc(-n2nnc(-c3nc(-c4ccc5c(c4)OCO5)no3)c2C)cc1Cl	-2%
CCOC(=O)c1c(S(=O)(=O)NCC(=O)Nc2ccc(C)c(N(C)C)c2)c(C)n(C)c1C	1%
COc1ccc(S(=O)(=O)NCCc2csc3nc(-c4cccc(C)c4)nn23)cc1F	-3%
Cc1nc2c(C(=O)NCCc3ccc(Cl)cc3)cnn2c(C)c1Cc1c(F)cccc1Cl	-5%
Clc1cccc(-c2nc3ccccn3c2Nc2ccc3c(c2)OCCO3)c1	2%
CCCCN(CC)c1nc(-c2ccccc2F)nc2ccccc12	1%
COc1cccc(CNC(=O)Cc2c(C)c3c(cc(C)c4c(C)coc43)oc2=O)c1	0%
Cc1ccccc1NC(=O)CS(=O)(=O)c1cccc2nsnc12	-1%
Cc1ccc(NC(=O)Cn2c(=O)oc3cc(S(=O)(=O)N4CCCCC4)ccc32)c(Cl)c1	0%
CCN1CCN(C(=O)c2cnn(-c3cccc(C)c3)c2C2CCN(C(=O)OC(C)(C)C)CC2)CC1	2%[15.4 µM]
Cc1ccc(C(=O)Nc2cc(-c3nc4ncccc4o3)ccc2C)c(C)c1	-5%
Cc1ccc2[nH]c(CSc3nnc(COc4ccccc4C)n3C)cc(=O)c2c1	-4%
Cc1cc(O)c2c(C)c(CC(=O)N3CCCCC3)c(=O)oc2c1	1%
COc1ccc(OC)c(CNC(=O)Cn2ncc3c([nH]c4ccc(C)cc43)c2=O)c1	3%
COc1ccc(-n2c(/C=C/c3cccc(F)c3)nc3ccccc3c2=O)cc1Cl	1%
Cc1cc(Nc2ccccc2F)n2nc(-c3ccccc3)nc2n1	-3%
Cc1ccc(NC(=O)N2CCN(C)c3ncccc32)cc1C	-5%
COc1ccccc1C(=O)Nc1ccc(C(=O)OCc2cc(=O)n3nc(C4CC4)sc3n2)cc1	1%
CC1(C)c2[nH]c3ccccc3c2C[C@H]2C(=O)N(Cc3ccccc3F)C(=O)N21	-5%
COc1ccc(NC(=O)CCCSc2nc(-c3ccco3)cc(C(F)(F)F)n2)c(OC)c1	-1%
COc1ccc(-c2nc(C(=O)Nc3cccc(C(C)=O)c3)nn2-c2ccccc2Cl)cc1	6%
Cc1c(C(=O)Oc2ccc(Br)cc2)sc2ncn(Cc3ccccc3F)c(=O)c12	1%
CCN(C(=O)C(NS(=O)(=O)c1ccc(Br)s1)c1ccccc1)c1ccc(C)c(C)c1 (stereo not given)	-1%
COc1ccccc1CNC(=O)c1ccc2c(c1)N(Cc1cccc(C)c1)C(=O)c1ccccc1S2(=O)=O	1%
CCN(CC)CCNC(=O)c1ccc2c(c1)NC(=O)C(CS(=O)(=O)Cc1ccc(F)cc1Cl)N2 (stereo not given)	8%[15.4 µM]
O=C1C2=C(Nc3ccccc3SC2c2ccccc2C(F)(F)F)c2ccccc21 (stereo not given)	-4%
COc1cc(NC(=O)C2CCCN(S(=O)(=O)c3ccc4c(c3)oc(=O)n4C)C2)c(C(=O)O)cc1OC (stereo not given)	2%
COc1cc(Cl)c(C)cc1NC(=O)CCCN1C(=O)C(c2ccccc2)Oc2cccnc21 (stereo not given)	4%
Cc1c(-c2cccc(NC(=O)Nc3ccc(Cl)cc3)c2)nc2ncccn12	4%
CCOCCc1nn2c(=O)cc(COC(=O)CNC(=O)c3cccc(C)c3)nc2s1	6%
COc1cc(-c2noc(-c3ccc(NCc4cccnc4)c([N+](=O)[O-])c3)n2)cc(OC)c1OC	-5%
COc1ccccc1NC(=O)c1c(NC(=O)c2cccs2)sc2c1CCC(C(C)(C)C)C2 (stereo not given)	0%
COc1ccc2c(c1)CCc1c(C(=O)Nc3c(C)nn(Cc4ccc(C)cc4)c3C)noc1-2	-2%
O=S(=O)(c1ccc2nc(Nc3cccc(F)c3)ccc2c1)N1CCCC1	3%
Cc1ccc(CNC(=O)CSc2ncc3c(n2)-c2cc(Cl)ccc2N(C)S3(=O)=O)cc1	-3%
COc1ccc(CCNC(=O)Cn2nc(-c3ccc(Cl)cc3)ccc2=O)cc1OC	-7%
CCCN(C(=O)c1cc2ccc3cccnc3c2[nH]1)c1ccc(F)cc1	-6%
COc1ccccc1NC(=O)Cn1c(=O)n(-c2ccccc2Cl)c(=O)c2sc3ccccc3c21	0%
CC(C)c1ccc(NC(=O)CN2C(=O)COc3ccc(S(=O)(=O)Nc4ccccc4)cc32)cc1	-6%
CCn1c(=O)c2sccc2n2c(CCCC(=O)N3CCN(c4ccccc4OC)CC3)nnc12	1%
CCCCOC(=O)c1ccc(Nc2ncnc3c2cnn3-c2cccc(C)c2)cc1	-1%
COc1ccc(-c2cc(C(C)=O)c(C)n2CCC(=O)Nc2cc(C)ccc2OC)cc1	-2%[15.4 µM]
CC1CCc2c(sc(NC(=O)COc3ccccc3)c2C(=O)Nc2ccccc2Cl)C1 (stereo not given)	7%
Cc1ccc(C)c(Cn2c3ccccc3c3cnn(CC(=O)NCC(C)c4ccccc4)c(=O)c32)c1 (stereo not given)	-3%
O=C(COc1ccc(F)cc1)Nc1ccc2nc(SCC(=O)N3CCOCC3)sc2c1	1%
COc1ccc(N2CCN(Cc3nc4c(c(=O)n(C)c(=O)n4C)n3C(C)C)CC2)cc1	0%
COc1ccc(CCNc2ncnc3c2c(-c2ccccc2)cn3-c2ccc(F)cc2)cc1OC	5%
CCCN(CCC)C(=O)C(CCC(=O)OCCCN1CCN(CCOC(=O)Cc2c(C)n(C(=O)c3ccc(Cl)cc3)c3ccc(OC)cc23)CC1)NC(=O)c1ccccc1 (stereo not given)	-6%
COc1cccc(NC(=O)c2oc3ccccc3c2NC(=O)C23CC4CC(CC(C4)C2)C3)c1	2%
Cc1ccc(CSc2nc(-c3cccs3)ccc2C#N)cc1	1%

Part of the list above in another layout.
> Cc1ccc(CNC(=O)CSc2ncc3c(n2)-c2cc(Cl)ccc2N(C)S3(=O)=O)cc1
- Tb PYK inh = -3%

> COc1ccc(CCNC(=O)Cn2nc(-c3ccc(Cl)cc3)ccc2=O)cc1OC
- Tb PYK inh = -7%

> CCCN(C(=O)c1cc2ccc3cccnc3c2[nH]1)c1ccc(F)cc1
- Tb PYK inh = -6%

> COc1ccccc1NC(=O)Cn1c(=O)n(-c2ccccc2Cl)c(=O)c2sc3ccccc3c21
- Tb PYK inh = 0%

Further entries:
SMILES	Tb PYK inh
COc1ccccc1CNC(=O)CCCCn1c(=O)c2ccccc2n(CC(=O)Nc2cccc(Cl)c2)c1=O	1%
Cc1ccc(NC(=O)C(Cc2ccccc2)NS(=O)(=O)c2cccs2)cc1Cl (stereo not given)	5%
Cc1ccc(-c2csc(-c3nc(-c4ccc(Br)s4)cs3)n2)cc1	1%
CC1CCCN(C(=O)Cn2ncc3c([nH]c4ccccc43)c2=O)C1 (stereo not given)	2%
CCc1ccc2occ(CC(=O)Nc3c(C(=O)c4ccc(F)cc4)oc4ccccc34)c2c1	-4%
COc1ccccc1NC(=O)CSc1nnc(N)s1	-3%
Cc1noc(C)c1C(=O)N1CCC2(CC1)CCN(c1cccc(-c3ccccc3)c1)CC2	-6%
CCc1ccccc1NC(=O)Cn1ccn(Cc2ccccc2)c(=O)c1=O	0%
Cc1ccc(NC(=O)Cn2c(=O)n(Cc3ccco3)c(=O)c3sc4ccccc4c32)cc1C	-11%
Cc1cc(Nc2cccc(F)c2)n2nc(-c3ccco3)nc2n1	-12%
Cc1cc(C)cc(OC(=O)c2snnc2C)c1	-18%
Cc1ccc(NC(=O)Nc2cn(CC(C)C)c(=O)c3ccccc23)cc1N(C)C	-2%
CC(C)CN1CCc2nc(N3CCN(c4ncccn4)CC3)ncc2C1	4%
COc1ccc(CCC(=O)NCc2nc3cccnc3n2Cc2cccc(OC)c2)cc1	1%
COc1cccc(C(=O)NCCSc2c(-c3ccc(F)cc3)[nH]c3ccccc23)c1OC	-9%
CCCN1C(=O)C2(c3ccccc31)c1c(oc3cc(C)c(C)cc3c1=O)C(=O)N2CCCOC (stereo not given)	-4%
Cc1ccc2ncc(C(=O)NCCc3ccc(S(N)(=O)=O)cc3)c(=O)n2c1	-3%
O=C(CSc1ncc2c(n1)-c1ccccc1N(Cc1ccc(F)cc1)S2(=O)=O)c1ccc(Cl)cc1	1%
CCCC1=Nc2cc(C(=O)NCCc3ccc(OC)cc3OC)ccc2Sc2ccccc21	6%
OCC1(O)OC[C@@H](O)[C@H](O)[C@@H]1O (stereo not given in full)	1%
COC(=O)c1c(NC(=O)Cc2coc3ccc(C(C)C)cc23)sc2c1CCC2	-2%
O=C(CC1N=C2c3ccccc3N=C(SCC(=O)Nc3ccc(F)cc3)N2C1=O)NCc1ccc2c(c1)OCO2 (stereo not given)	1%
COc1ccc(-c2cc(C(=O)N3CCN(c4ccccc4OC)CC3)c3cc(C(C)C)ccc3n2)cc1	0%
Fc1ccc(C(NCCc2ccccc2)c2nnc(-c3ccccc3Cl)o2)cc1 (stereo not given)	5%
Cc1ccc(-n2nnc(-c3nsc(NC(=O)c4ccc(C)c(C)c4)n3)c2C)cc1	2%
Cc1cccc(C)c1NC(=O)c1sc(-n2nc(C)c(Cc3ccccc3)c2C)nc1C	-3%
CC(C)S(=O)(=O)c1oc(-c2ccc(F)cc2)nc1S(=O)(=O)c1ccccc1	-6%
O=C(CCC1N=C2c3ccccc3N=C(SCC(=O)Nc3cccc(Cl)c3)N2C1=O)NCc1ccco1 (stereo not given)	1%
CCC(C)NC(=O)c1c2c(nc3ccccc13)C(=O)N(C1CCCCC1)C2 (stereo not given)	3%
CCC(=O)N1c2ccccc2CC1C(=O)NCc1cc(Br)ccc1OC (stereo not given)	-1%
Cc1ccc(CNC(=O)c2ccc(CSCc3ccccc3C)o2)cc1	0%
Cc1ccccc1-n1c(/C=C/c2ccc(O)cc2)nc2ccccc2c1=O	4%
